KCNQ1 act – potentiators or activators of KCNQ1 channel, primary screen, cell-based, thallium flux, high-throughput; Potassium voltage-gated channel subfamily KQT member 1 (Homo sapiens), P51787; CHO-K1 KCNQ1, thallium flux FluxOR fluorescence; stronger effect = higher value; B-score at 10 µM; 310,000 compounds, 0.35% hits;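 active = fluorescence ratio B-score, a plate-corrected score, at least three library SD, with initial intensity B-score within 5 SD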
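Test system: CHO-K1 cells stably expressing KCNQ1 / Medium: assay buffer / Also added: depolarizing K+/Tl+ stimulus, K2SO4 and Tl2SO4 each 12.5 mM in 5x stock / Incubation: 90 min dye loading and 20 min compound exposure, both at room temperature / Signal: thallium influx via FluxOR fluorescence, kinetic imaging / Evaluation: B score of baseline-normalized fluorescence ratio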
ANO1 activ – TMEM16A chloride channel activators or potentiators, primary screen, cell-based, HTS | AID 623877, 2012 | HEK293 TMEM16A/YFP-H148Q/I152L, iodide quench fluorescence; stronger effect = lower value | B-score at 10 µM | Anoctamin-1 (Mus musculus), Q8BHY3 | 340,000 compounds, 0.3% hits;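 active = fluorescence-ratio B-score plate-corrected deviation score at least 3 library SD below zero, with starting fluorescence score within 5 deviations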;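 note: channel opened by trigger with iodide after compound preincubation; score built on the fluorescence ratio of max minus min over baseline; more negative score means more quench and so TMEM16A activation or potentiation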
hERG protect – hERG rescue from dofetilide block, primary screen, cell-based, CHO-hERG, FluxOR thallium flux, dofetilide IC70. Voltage-gated inwardly rectifying potassium channel KCNH2 (Homo sapiens), Q12809. dofetilide IC70 present. activation (rescue from dofetilide block), less the hit threshold, % at 10 µM. 310,000 compounds, 0.51% hits. AID 1511, 2009;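 active = activation above the mean of controls blocked by dofetilide plus 5 SD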;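 note: thallium influx through hERG after potassium depolarization seen as dye fluorescence rise; in these data hits start at about 4.7%; inactives centre near -7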
KCNK3 inh – human KCNK3 channel inhibitors, primary screen, CHO cells, FluxOR thallium flux, B-score; 340,000 compounds, 0.84% hits; AID 602410, 2012; Potassium channel subfamily K member 3 (Homo sapiens), O14649; B-score at 10 µM; FluxOR fluorescence; stronger effect = lower value;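 active = B-score under library mean minus 4 SD, starting fluorescence ratio at most library mean plus 5 SD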;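 note: more negative B-score means stronger inhibition of thallium flux through KCNK3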
Target sequence (O14649 whole entry, looked up): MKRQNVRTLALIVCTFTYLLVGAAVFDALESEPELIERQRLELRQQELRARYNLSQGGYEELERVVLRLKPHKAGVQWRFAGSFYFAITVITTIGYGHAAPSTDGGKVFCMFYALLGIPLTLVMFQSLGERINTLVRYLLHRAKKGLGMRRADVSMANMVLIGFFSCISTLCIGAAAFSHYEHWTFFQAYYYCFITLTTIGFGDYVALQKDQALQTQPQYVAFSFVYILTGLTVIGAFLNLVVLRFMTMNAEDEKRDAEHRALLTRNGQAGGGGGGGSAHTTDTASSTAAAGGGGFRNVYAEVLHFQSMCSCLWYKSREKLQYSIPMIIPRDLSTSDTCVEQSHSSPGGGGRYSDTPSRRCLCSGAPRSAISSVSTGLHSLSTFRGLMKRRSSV
HDAC3 inhib – HDAC3 deacetylase inhibitors, primary screen, biochemical, fluorescence, cell-free homogeneous; AID 2718, 2010; recombinant HDAC3, fluorogenic peptide/trypsin coupled; inhibition, % at 8.3 µM; 320,000 compounds, 0.15% hits; Histone deacetylase 3 (Homo sapiens), O15379; in the data active = inhibition above about 26%, passing the limit was not always enough
RGS4 block – RGS4 inhibitors, primary screen, cell-based, HEK293 M3R inducible RGS4, calcium flux; Regulator of G-protein signaling 4 (Homo sapiens), P49798; Fluo-4 calcium flux; stronger effect = higher value; triggered by carbachol at its EC20; B-score at 10 µM; 310,000 compounds, 0.45% hits;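 active = B-score, a plate-corrected calcium signal, over three deviations above library mean, with baseline fluorescence within five deviations of library mean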;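 note: RGS4 expression induced by doxycycline in cells with stable M3 receptor; B-score is computed from the integrated fluorescence ratio over baseline after carbachol; higher B-score means a larger calcium signal and so more RGS4 inhibition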
Target sequence (P49798 whole entry, looked up): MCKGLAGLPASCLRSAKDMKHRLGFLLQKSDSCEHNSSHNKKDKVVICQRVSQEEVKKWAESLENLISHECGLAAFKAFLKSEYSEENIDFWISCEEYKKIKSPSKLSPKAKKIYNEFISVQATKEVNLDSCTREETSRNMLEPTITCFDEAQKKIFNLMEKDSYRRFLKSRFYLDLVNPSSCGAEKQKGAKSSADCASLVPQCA
KCNK9 block – KCNK9 potassium channel inhibitors, primary screen, HEK293 cells, thallium flux; FluxOR thallium flux fluorescence; stronger effect = lower value; B-score at 10 µM; AID 488922, 2010; 310,000 compounds, 1.2% hits;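 active = ratio B-score over 3 SD below the library mean, with starting fluorescence within 5 SD of its mean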;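 note: negative B-score means less thallium flux so channel inhibition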
Target sequence (Q9NPC2 whole entry, looked up): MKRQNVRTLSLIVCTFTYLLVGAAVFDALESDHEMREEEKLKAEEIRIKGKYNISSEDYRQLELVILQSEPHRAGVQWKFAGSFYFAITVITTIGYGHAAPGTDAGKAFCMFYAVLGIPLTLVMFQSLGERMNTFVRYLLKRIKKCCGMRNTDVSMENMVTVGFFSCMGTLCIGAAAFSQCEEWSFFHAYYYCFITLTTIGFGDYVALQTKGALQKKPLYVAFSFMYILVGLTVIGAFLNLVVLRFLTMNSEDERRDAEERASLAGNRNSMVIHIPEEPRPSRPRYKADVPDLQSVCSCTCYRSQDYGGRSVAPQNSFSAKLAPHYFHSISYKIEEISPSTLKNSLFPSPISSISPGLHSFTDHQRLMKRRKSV
TMEM16A inh – TMEM16A chloride channel inhibitors, primary screen, cell-based, HTS; normalized B-score (activity score, 25-100; higher = stronger inhibition) at 10 µM; AID 588511, 2011; Anoctamin-1 (Mus musculus), Q8BHY3; 310,000 compounds, 1.2% hits; HEK293 TMEM16A/YFP iodide influx fluorescence, ionomycin;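 active = ratio plate-corrected score three or more library SD toward inhibition, starting fluorescence score within five deviations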;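 note: score derived from kinetic fluorescence span divided by baseline fluorescence per well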
KCNQ1 inh – inhibitors of human KCNQ1 channel, primary screen, cell-based, thallium flux, high-throughput | B-score at 10 µM | AID 2642, 2010 | CHO-K1 KCNQ1, FluxOR thallium flux fluorescence; stronger effect = higher value | 310,000 compounds, 1.3% hits;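 active = compounds whose thallium flux B-score, printed positive for inhibition, exceeds three library SD while starting fluorescence stays within three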;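 note: channel opened by potassium depolarization with thallium stimulus after 20 min compound exposure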
SKKanGAS inh – S. pyogenes SKKanGAS growth inhibitors in kanamycin, primary screen, streptokinase expression inhibitor project, SKKanGAS strain, BacTiter-Glo luminescence; 6 h; inhibition, % at 7.5 µM; 300,000 compounds, 1.3% hits; AID 1662, 2009;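 active = mean replicate score, as percent of positive control median, at least 50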;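 note: strain carries kanamycin resistance gene driven by streptokinase promoter and grows in 40 µg/ml kanamycin; loss of luminescence reflects streptokinase promoter inhibition or plain growth inhibition; 0% = median of DMSO wells and 100% = positive control at its reference dose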
RGS4 act – RGS4 potentiators or activators, primary screen, cell-based, HEK293 M3R inducible RGS4, calcium flux; B-score at 10 µM; 310,000 compounds, 0.92% hits; carbachol calcium flux Fluo4; stronger effect = lower value;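 active = B-score of the integrated calcium signal more than 4 SD below the library mean, with starting fluorescence not abnormally high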;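 note: negative B-score means reduced calcium response which marks RGS4 activation or potentiation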
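Also added: carbachol at ECmax as muscarinic agonist stimulus; Assay system: HEK293 cells with stable M3R and inducible RGS4; Timing: overnight RGS4 induction, 30 min dye load 37 °C, 20 min compound RT; Measured by: Fluo4-AM (2 µM) calcium-flux fluorescence, kinetic read.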
* = called active by the depositor; i = inactive; · = not tested or not shown.

Below each SMILES – KCNQ1 act | ANO1 activ | hERG protect | KCNK3 inh | HDAC3 inhib | RGS4 block | KCNK9 block | TMEM16A inh | KCNQ1 inh | SKKanGAS inh | RGS4 act
1) O=C(O)CC1(CC(=O)Nc2ccc(C(F)(F)F)cc2)CCCC1
  i | i | -3 | i | -7 | i | i | i | i | 3 | i
2) Cc1ccc(NC(=O)NNC(=O)c2snnc2C)cc1
  i | i | -9 | i | -1 | i | i | i | i | 0 | i
3) C#CCOCCOCCOCCNc1nc(N2CCN(C(=O)[C@H](CCC(=O)O)n3cc(C(N)Cc4ccc(O)cc4)nn3)CC2)nc(N2CCN(C(=O)[C@H](CCC(=O)O)n3cc(C(N)CC(C)C)nn3)CC2)n1 (stereo not given in full)
  i | · | -5 | · | 0 | i | i | i | i | -1 | i
4) Cc1ccc(-c2noc(=O)n2CC(=O)c2ccc(Cl)cc2)cc1
  i | i | -5 | i | 0 | i | i | i | i | 3 | i
5) NC(=O)COC(=O)c1cc(S(=O)(=O)N2CCN(c3ccccc3)CC2)ccc1Cl
  i | i | -7 | i | -3 | i | i | i | i | 3 | i
6) Cc1ccc(NC(=O)COC(=O)c2cccc3c2C(=O)c2ccccc2C3=O)c(C)c1
  i | i | -19 | i | 0 | i | i | i | i | 8 | i
7) COc1ccccc1NC(=S)NCc1ccccn1
  i | i | -9 | i | 4 | i | i | i | i | 11 | i
8) COc1ccc(-c2noc(CSc3nc(-c4ccccc4)cc(=O)[nH]3)n2)cc1OC
  i | i | -12 | i | -3 | i | i | i | i | 19 | i
9) CCCSc1nc2c(c(=O)[nH]c(=O)n2C)n1CCc1ccccc1
  i | i | 0 | i | -4 | i | i | i | i | 9 | i
10) O=C(COC(=O)C1CCN(S(=O)(=O)c2ccc(Cl)c(C(F)(F)F)c2)CC1)NCc1ccco1
  i | i | -11 | i | -3 | i | i | i | i | -3 | i
11) CC1CCN(C(=O)CCN2C(=O)C3C4C=CC(C4)C3C2=O)CC1 (stereo not given)
  i | i | -10 | i | 3 | i | i | i | i | 1 | i
12) COc1ccc2nccc(C(N)=O)c2c1
  i | i | -5 | i | · | i | i | i | i | 1 | i
13) COc1ccc(C(=O)NCc2oc(-c3ccccc3)cc2C(=O)O)cc1
  i | i | -4 | i | 5 | i | i | i | i | 6 | i
14) COc1ccc(CCNC(=O)C2CCCN(S(=O)(=O)c3cnc[nH]3)C2)cc1OC (stereo not given)
  i | i | -6 | i | 3 | i | i | i | i | -1 | i
15) CCOC(=O)c1sc(NC(=S)NC(=O)C2CC2)cc1C
  i | i | -9 | i | 4 | i | i | i | i | -3 | i
16) CC1CCc2cc(F)ccc2N1C(=O)CCC(=O)O (stereo not given)
  i | i | -7 | i | 1 | i | i | i | i | 0 | i
17) N#Cc1ccc(-c2ccc(F)cc2)nc1Oc1ccccc1
  i | i | -17 | i | 7 | i | i | i | i | -3 | i
18) CCOC(=O)c1n[nH]n2c1nc(=O)c1ccccc12
  i | i | -9 | i | -20 | i | i | i | i | 4 | i
19) Cc1onc(-c2c(Cl)cccc2Cl)c1C(=O)N1CCN(Cc2ccccc2)CC1
  i | i | -8 | i | -2 | i | i | i | i | 5 | i
20) N#Cc1ccc(OCC(=O)Nc2ccncc2)cc1
  i | i | -5 | i | -1 | i | i | i | i | -2 | i
21) COc1ccc(OCCCC(=O)NCC(C)C)cc1
  i | i | -2 | i | 2 | i | i | i | i | 2 | i
22) O=C(NCc1ccccn1)c1cccc(NS(=O)(=O)c2ccccc2F)c1
  i | i | -7 | i | 2 | i | i | i | i | -1 | i
23) COCCNC(=S)NCc1cccs1
  i | i | -16 | i | 0 | i | i | i | i | 0 | i
24) COc1ccc(OC)c(-n2c(-c3ccc(S(C)(=O)=O)cc3)cc(C=O)c2C)c1
  i | i | -10 | i | -1 | i | i | i | i | 0 | i
25) CC(=O)c1c(C)nc(-c2ccc(OCC(=O)Nc3ccccc3)cc2)n1O
  i | i | -15 | i | 2 | i | i | i | i | 1 | i
26) COC(=O)c1cn(C(=O)c2ccccc2Cl)c2ccccc12
  i | i | -5 | i | 3 | i | i | i | i | 11 | i
27) Cc1ccc(-n2nc(C(=O)NCc3ccc(C)o3)c3c4ccccc4n(C)c3c2=O)cc1
  i | i | -14 | i | 3 | i | i | i | i | -6 | i
28) O=C(N1CCN(c2ccccc2F)CC1)C12CC3CC(CC(C3)C1)C2
  i | i | -15 | i | 1 | i | i | i | i | 5 | i
29) CNS(=O)(=O)c1cccc(C(=O)OCC(=O)N2CC(C)OC(C)C2)c1 (stereo not given)
  i | i | -4 | i | -5 | i | i | i | i | 6 | i
30) Cc1ccccc1CNC(=O)C(=O)NCC1CCCN1S(=O)(=O)c1cccs1 (stereo not given)
  i | i | -10 | i | · | i | i | · | i | -4 | i
31) Cc1cc(Br)c(Cl)cc1NC(=O)CN1C(=O)C2C3CC(c4ccccc4)C(C3)C2C1=O (stereo not given)
  i | i | -7 | i | 20 | i | i | i | i | 7 | i
32) O=C(Nc1ccccc1F)n1ncc2cc(Cl)ccc21
  i | i | -7 | i | -11 | i | i | i | i | -1 | i
33) CCO[C@@H]1OC(C(=O)O)=C[C@H](c2csc3ccccc23)[C@H]1CCCO
  i | i | -5 | i | -2 | i | i | i | i | 7 | i
34) O=C1C2CC=CCC2C(=O)N1c1ccc(NCCc2ccc(Cl)cc2)c([N+](=O)[O-])c1 (stereo not given)
  i | i | -1 | i | -5 | i | i | i | i | -9 | i
35) CN(C)S(=O)(=O)N1CCN(c2cc(Cl)ccc2Cl)CC1
  i | i | -7 | i | 2 | i | i | i | i | 5 | i
36) CCC(N)C12CC3CC(CC(O)(C3)C1)C2 (stereo not given)
  i | i | -7 | i | -1 | i | i | i | i | -2 | i
37) CCC(C)NC(=O)CNC(=O)Cn1c(C)cc2ccccc2c1=O (stereo not given)
  i | i | -4 | i | -3 | i | i | i | i | 3 | i
38) COc1ccc(/C=C/C(=O)NC(=S)NNC(=O)Cc2cccs2)cc1OC
  i | i | -2 | i | 1 | i | i | i | i | 67* | i
39) Nc1c(-c2ccccc2)c(CSc2nc3ccccc3[nH]2)nn1-c1ccc(C(=O)O)cc1
  i | i | -22 | i | 2 | i | i | i | i | 5 | i
40) Cc1cccc(C)c1NC(=S)N(C)CCc1ccccn1
  i | i | -7 | i | 2 | i | i | i | i | 5 | i
41) COc1ccccc1N1CCN(S(=O)(=O)CCNC(=O)c2ccccc2Br)CC1
  i | i | -5 | i | 2 | i | i | i | i | 2 | i
42) Cc1cccc(-c2noc(-c3ccc(F)cc3)n2)c1
  i | i | -10 | i | 0 | i | i | i | i | -3 | i
43) c1ccc(Cn2nnnc2-c2ccco2)cc1
  i | i | -18 | i | -1 | i | i | i | i | -5 | i
44) C/C(CC(=O)Nc1ccc2c(c1)OCCO2)=N\NC(=O)Cc1ccccc1
  i | i | -5 | i | 5 | i | i | i | i | 0 | i
45) C=C(C)Cc1c(C)c(C#N)c2[nH]c3ccccc3n2c1=O
  i | i | -5 | i | -160 | i | i | i | i | 14 | i
46) CCc1nc(SCC(=O)Nc2ccc([N+](=O)[O-])cc2)n[nH]1
  i | i | -8 | i | 4 | i | i | i | i | -4 | i
47) O=C(c1ccc(-c2ccccc2Cl)o1)N1CCN(S(=O)(=O)c2cccs2)CC1
  i | i | -10 | i | -2 | i | i | i | i | 0 | i
48) O=C(C1CCCN(S(=O)(=O)c2ccc(Br)s2)C1)N1CCCCCC1 (stereo not given)
  i | i | -8 | i | 3 | i | i | i | i | 5 | i
49) COc1ccc(OC)c2c(C)cc(N3CCCCCC3)nc12
  i | i | -6 | i | -1 | i | i | i | i | -4 | i
50) CC(C)CCOc1ccc(C2CC(=O)N(C)C2=O)cc1 (stereo not given)
  i | i | -5 | i | 1 | i | i | i | i | 1 | i
51) O=C1C2C3c4ccccc4C(c4ccccc43)C2C(=O)N1c1cccc2cccnc12 (stereo not given)
  i | i | -9 | i | -2 | i | i | i | i | 9 | i
52) COC(=O)c1nn(-c2ccc(C)cc2)c2nnc(Cc3ccccc3)c(=O)n12
  i | i | -9 | i | -1 | i | i | i | i | -2 | i
53) CCCOc1ccc(C2/C(=C(\O)c3c(C)[nH]c(C(=O)OC)c3C)C(=O)C(=O)N2CCN(C)C)cc1 (stereo not given)
  i | i | -8 | i | 1 | i | i | i | i | -3 | i
54) CN1CCN(C(=O)c2ccc3c(c2)NC(=O)C(N2CCOCC2)S3)CC1 (stereo not given)
  i | i | 0 | i | -4 | i | i | i | i | -6 | i
55) O=C(O)CNc1nc(-c2ccccc2)c2cc([N+](=O)[O-])ccc2n1
  i | i | -9 | i | 4 | i | i | i | i | 4 | i
56) Nc1[nH]nc2nc3ccccc3cc12
  i | i | -17 | i | 5 | i | i | i | i | 3 | i
57) O=S(=O)(c1cc(F)ccc1F)N1CCC2(CC1)OCCN2S(=O)(=O)c1ccccc1
  i | i | -12 | i | -1 | i | i | i | i | 1 | i
58) CCOC(=O)CC(=O)CSc1nnc(Cn2c(=O)sc3ccccc32)n1C
  i | i | -8 | i | 3 | i | i | i | i | 6 | i
59) Cc1ccc(OCC(=O)Nc2nc(-c3ccccn3)cs2)c(C)c1
  i | i | -10 | i | 2 | i | i | i | i | 97* | i
60) OCC[C@H]1C[C@H](O)[C@@H](O)[C@]2(CCCCO2)O1
  i | i | -6 | i | -5 | i | i | i | i | -1 | i
61) CC1CCN(c2oc(-c3ccc(F)cc3)nc2C#N)CC1
  i | i | -9 | i | -56 | i | i | i | i | -5 | i
62) Cc1cccc(N2CCN(C(=O)COc3cc4oc(=O)cc(C)c4cc3Cl)CC2)c1C
  i | i | -10 | i | -2 | i | i | i | i | 8 | i

Bioassay records: PubChem BioAssay, several laboratories
